Source: PubChem BioAssay (National Center for Advancing Translational Sciences (NCATS))
ATXN viability = viability counter-screen for ATXN expression inhibitors | S2 cells (HEK-293 line with an ATXN2-luciferase reporter) viability, CellTiter-Fluor protease fluorescence, 24 h | Potency, µM (series often up to 56.7 µM), usual class: cytotoxic | 400,000 compounds, 0.49% hits; active means well fitted cell-killing curve with a large enough effect; inconclusive means small, poorly fitted or top-dose-only effect, or effect the other way; inactive means no such curve, though single readings can be large or run the other way; further: nearly all actives have a fitted effect of over 40% in size
Calls only; i = inactive; u = inconclusive. Potency means the concentration at half of the fitted maximal effect.

mol,ATXN viability
COc1ccc(-c2cccc3c2OC(CNC(=O)c2ccc4c(c2)OCO4)C3)nn1 (stereo not given),i
CC(=O)NCC(=O)NCC1Cc2cc(C)cc(-c3ccccn3)c2O1 (stereo not given),i
CO[C@@H]1[C@@H](O[C@@H]2O[C@H](C)[C@@H](O[C@H]3C[C@@](C)(O)[C@@H](OC(=O)CC(C)C)[C@H](C)O3)[C@H](N(C)C)[C@H]2O)[C@@H](CC=O)C[C@@H](C)[C@@H](O)/C=C/C=C/C[C@@H](C)OC(=O)C[C@H]1O,i
COc1cc(=O)n2c(c1C(=O)N(C)Cc1nonc1C)CCN(Cc1ccc(F)cc1)CC2,i
Cc1ccc(C(=O)N2CCOc3ccc(CN4CCN(Cc5ccccn5)CC4)cc3C2)cc1,i
COc1cc(-c2cc(C)c3cccc(OC)c3n2)cc2c1OCCN(C(=O)CC1NC(=O)c3ccccc31)C2 (stereo not given),i
CCN(CC)CCN(C)C(=O)c1ccc(-c2ccccc2)nc1N(C)C,i
COc1cc(=O)n2c(c1C(=O)NC(C)c1ccco1)CCN(C(=O)c1ccnc(Cl)c1)CC2 (stereo not given),i
Cc1occc1C(=O)Nc1cccc(-c2nc(CNC(=O)c3cc(-c4ccccc4)n[nH]3)c(C)o2)c1,i
CNC[C@@H]1CC[C@@H](N)[C@@H](O[C@H]2[C@H](O)[C@@H](O[C@H]3OC[C@](C)(O)[C@H](NC)[C@H]3O)[C@H](N)C[C@@H]2N)O1,i
CC(C)c1c(C(=O)NCC2(N3CCCCC3)CCCC2)cnn1-c1nccc(-c2ccco2)n1,i
CC(=O)c1ccc(C(=O)NCC2Cc3cccc(-c4ncccn4)c3O2)cc1 (stereo not given),i
COc1ccccc1N1CCN(c2nc(CNC(=O)c3cc(C)oc3C)nc3ccccc23)CC1,u
CSc1ncccc1C(=O)N1CCc2nnc(C(NC(=O)c3ccoc3)C(C)C)n2CC1 (stereo not given),i
CCc1ccc(S(=O)(=O)NCc2nc(N3CCCC3)c3cccc(C)c3n2)cc1,u
Cc1c(C(=O)N(C)C2CCOC2)cnn1-c1ncc2c(n1)-c1ccccc1CCC2 (stereo not given),i
COc1ccc(CN2CCCC(Cn3cc(C(=O)N4CCCC4)nn3)C2)c(O)c1 (stereo not given),i
COc1ccccc1C1CN(Cc2ccc(Sc3nncn3C)o2)Cc2ccccc2O1 (stereo not given),i
CN(C)/N=N\c1nc[nH]c1C(N)=O,u
Cc1cc(CNC(=O)c2cnn(-c3ncc4c(n3)-c3ccccc3CC4)c2C2CC2)on1,i
COC(=O)C1CCN(c2nc(CN(C)C3CCOC3)nc3cc(OC)c(OC)cc23)CC1 (stereo not given),i
CO[C@H]1C[C@H](O[C@H]2[C@H](C)[C@@H](O[C@@H]3O[C@H](C)C[C@H](N(C)C)[C@H]3OC(C)=O)[C@@H](C)C[C@]3(CO3)C(=O)[C@H](C)[C@@H](OC(C)=O)[C@@H](C)[C@@H](C)OC(=O)[C@@H]2C)O[C@@H](C)[C@@H]1OC(C)=O,i
COc1ccc2c(c1)OC(C)CN(CCNC(=O)c1ccc(-n3cccn3)cc1)C2 (stereo not given),i
NC[C@@H]1O[C@H](O[C@@H]2[C@H](O[C@@H]3O[C@H](CO)[C@@H](COC[C@H]4O[C@@H](CN)[C@@H](O)[C@@H](O)[C@@H]4N)[C@@H]3O)[C@@H](O)[C@@H](N)C[C@H]2N)[C@@H](N)[C@H](O)[C@@H]1O,i
COc1ccc(C(=O)NCC2Cc3cc(C)cc(-c4cc(C(C)=O)ccc4F)c3O2)c(OC)c1OC (stereo not given),i

Eleven structures already listed, ordered by molar mass, rising:
mol,ATXN viability
CN(C)/N=N\c1nc[nH]c1C(N)=O,u
CCN(CC)CCN(C)C(=O)c1ccc(-c2ccccc2)nc1N(C)C,i
COc1ccc(CN2CCCC(Cn3cc(C(=O)N4CCCC4)nn3)C2)c(O)c1 (stereo not given),i
Cc1cc(CNC(=O)c2cnn(-c3ncc4c(n3)-c3ccccc3CC4)c2C2CC2)on1,i
COc1cc(=O)n2c(c1C(=O)N(C)Cc1nonc1C)CCN(Cc1ccc(F)cc1)CC2,i
Cc1ccc(C(=O)N2CCOc3ccc(CN4CCN(Cc5ccccn5)CC4)cc3C2)cc1,i
CNC[C@@H]1CC[C@@H](N)[C@@H](O[C@H]2[C@H](O)[C@@H](O[C@H]3OC[C@](C)(O)[C@H](NC)[C@H]3O)[C@H](N)C[C@@H]2N)O1,i
COc1cc(=O)n2c(c1C(=O)NC(C)c1ccco1)CCN(C(=O)c1ccnc(Cl)c1)CC2 (stereo not given),i
Cc1occc1C(=O)Nc1cccc(-c2nc(CNC(=O)c3cc(-c4ccccc4)n[nH]3)c(C)o2)c1,i
COc1cc(-c2cc(C)c3cccc(OC)c3n2)cc2c1OCCN(C(=O)CC1NC(=O)c3ccccc31)C2 (stereo not given),i
CO[C@H]1C[C@H](O[C@H]2[C@H](C)[C@@H](O[C@@H]3O[C@H](C)C[C@H](N(C)C)[C@H]3OC(C)=O)[C@@H](C)C[C@]3(CO3)C(=O)[C@H](C)[C@@H](OC(C)=O)[C@@H](C)[C@@H](C)OC(=O)[C@@H]2C)O[C@@H](C)[C@@H]1OC(C)=O,i

Following part
mol,ATXN viability
COc1cccc(C(=O)N2CCc3c(C(=O)NC(C)c4ccco4)c(OC)cc(=O)n3CC2)c1OC (stereo not given),i
CC[C@H](C)CCCCC(=O)N[C@@H](CCN)C(=O)N[C@H](C(=O)N[C@@H](CCN)C(=O)N[C@H]1CCNC(=O)[C@@H]([C@H](C)O)NC(=O)[C@H](CCN)NC(=O)[C@H](CCN)NC(=O)[C@H](CC(C)C)NC(=O)[C@@H](CC(C)C)NC(=O)[C@H](CCN)NC1=O)[C@@H](C)O,i
COC(=O)C1CCCCN1Cc1ccc2c(c1)CN(Cc1cc(OC)c3c(c1)OCO3)CCO2 (stereo not given),i
CCN(Cc1ccncc1)C(=O)[C@@H](CO)c1ccccc1,i
CN(C)CC(C)(O)c1ccc2c(c1)CN(Cc1cnn(-c3ccccc3)c1)CCO2 (stereo not given),i
O=C(c1cncs1)N(Cc1cc2cc3c(cc2nc1N1CCOCC1)CCC3)CC1CCCO1 (stereo not given),i
O=C(c1cccnc1)C1CCCN(Cc2ccc3c(c2)CN(C(=O)c2cn4ccccc4n2)CCO3)C1 (stereo not given),i
c1ccc2c(CCC3CCNCC3)c[nH]c2c1,i
Cc1nc2ccccc2nc1CN1CCOc2ccc(CN3CCc4sccc4C3)cc2C1,i
Fc1ccc(C(c2ccc(F)cc2)N2CCN(C/C=C\c3ccccc3)CC2)cc1,u
Cc1ccc(-c2ccc(C(=O)N3CCc4nnc(CNC(=O)c5ccccc5)n4CC3)cc2)cc1,i
O=C(C1CC12CCN(Cc1cccc3cccnc13)CC2)N1CCN(Cc2cccs2)CC1 (stereo not given),i
Cc1ccc(CN2CCOc3ccc(CN4CCC(O)(c5cccnc5)CC4)cc3C2)cc1,i
CCCCNC(=O)c1sc2ncnc(NCC3CCCO3)c2c1C (stereo not given),i
CN1CCN2c3ccccc3Cc3ccccc3[C@@H]2C1,u
Cc1c(C(=O)N2CCCC2)sc2ncnc(NCCCN3CCOCC3)c12,i
COC(=O)C1CCN(Cc2ccc3c(c2)CN(C(=O)c2cc(C)oc2C)CCO3)CC1,i
Cc1cnc(C)c(-c2cccc3c2OC(CNC(=O)CN2C(=O)c4ccccc4C2=O)C3)n1 (stereo not given),i
COc1cccc(CN2C(=O)NC(C)(C3CCN(Cc4cnn(C)c4C)CC3)C2=O)c1OC (stereo not given),i
CCC1CN(CCNC(=O)c2ccc(C#CC(C)(C)O)cc2)Cc2cc(OC)ccc2O1 (stereo not given),i
COC(=O)c1cc(CNC(=O)c2cnsn2)cc(NC(=O)c2ccccc2OC)c1,i
COCC(=O)Nc1cc(C(=O)N2CC3(C)CC2CC(C)(C)C3)c2c(c1)nc(-c1ccncc1)n2C (stereo not given),i
Cc1cnc(SCC2CCCO2)nc1C1CCCN(Cc2cc3c(cc2Cl)OCO3)C1 (stereo not given),i
COc1cc(-c2cc(C)c3c(OC)ccc(OC)c3n2)cc2c1OCCN(Cc1cn(C)nc1C)C2,i
COCc1ccc(CN2Cc3cc(Cl)ccc3OC(C)C2)o1 (stereo not given),i
CC(=O)c1ccccc1-c1ccc2c(c1)CC(CNC(=O)c1cc(C)on1)O2 (stereo not given),i
COCC(=O)Nc1cc(C(=O)N2CCc3sccc3C2)c2c(c1)nc(-c1ccncc1)n2C,i
Cc1ccccc1-c1cccc(CN2CCc3nnc(C(C)NC(=O)c4cccnc4)n3CC2)c1 (stereo not given),i
COc1ccc(-c2nc3cc(C)ccc3cc2CN(C(=O)c2csc(C)n2)C2CC2)cc1OC,i
CN(Cc1ccon1)C(=O)c1cnn(-c2ncc3c(n2)-c2ccccc2CCC3)c1C1CC1,i
COc1ccc(C(=O)Nc2ccccc2CCC2CCCCN2C)cc1 (stereo not given),u
COc1ccc2c(c1)-c1nc(-n3ncc(C(=O)N(C)C(C)c4ccon4)c3C3CC3)ncc1CC2 (stereo not given),i
OC1(c2cccnc2)CCN(Cc2ccc3c(c2)CN(Cc2ccsc2)CCO3)CC1,i
Cc1ncc2c(c1CNC(=O)c1ccc3c(c1)OCO3)CCN(C(=O)c1csc3c1CCCC3)C2,i
COC(=O)C1CCCCN1Cc1nc(N(C)C)c2ccccc2n1 (stereo not given),i
COCC(=O)Nc1cc(C(=O)NC2CCc3ccccc32)c2c(c1)nc(-c1ccncc1)n2C (stereo not given),i
Cc1cnc(C)c(-c2cccc3c2OC(CNC(=O)C[C@@H]2C[C@@H](C)NC(=S)N2)C3)n1 (stereo not given in full),i
COc1ccccc1CN1CCC(n2cc(C(=O)N3CCCCC3)nn2)CC1,i
Cc1cnc(SCCN2CCOCC2)nc1C1CCCN(C(=O)c2cccc3c(C)c(C)[nH]c23)C1 (stereo not given),i
CO[C@H]1[C@H](NC(=O)c2ccsc2)c2ccccc2C12CCN(Cc1c(O)ccc3ccccc13)CC2,i
COc1ccc(-n2c(CNC(=O)c3ccc(OC)cc3OC)nnc2SC)cc1,u
O=C(c1ccc2c(c1)OCO2)N(Cc1cc2cc3c(cc2nc1N1CCOCC1)CCC3)CC1CCCO1 (stereo not given),i
CC(CCc1ccc(O)cc1)N1CCOc2c(O)cc(-c3nc4ccccc4s3)cc2C1 (stereo not given),u
COc1cccc(C(=O)N(Cc2cc3ccc(C)cc3nc2N(C)C)C2CC2)c1OC,u
O=C(CN1Cc2ccccc2OC(c2ccsc2)C1)NCC1OCCc2ccccc21 (stereo not given),i
Cc1cccc(CNCCn2cc(C(=O)Nc3ccccc3)nn2)c1,i
COc1ccccc1C1CN(Cc2cnn(C)c2)Cc2ccccc2O1 (stereo not given),i
COc1cccc(CN2CCC3(CCC(CNC(=O)c4ccccc4)O3)CC2)c1 (stereo not given),i
COc1cc(=O)n2c(c1C(=O)NCc1nonc1C)CCN(Cc1c[nH]c3ccccc13)CC2,i
CC(Oc1ccccc1)C(=O)NCC1Cc2cc(F)cc(-c3ccccn3)c2O1 (stereo not given),i

The listing continues:
mol,ATXN viability
COc1ccccc1C(=O)N[C@@H]1c2ccccc2C2(CCN(Cc3ccc(C)o3)CC2)[C@H]1O,i
CN1CCCCCC1C(=O)NCC1Cc2cc(-c3cnccn3)ccc2O1 (stereo not given),i
O=C(NCC1CCC2(CCN(Cc3cccc(-c4ccco4)c3)CC2)O1)c1ccccc1 (stereo not given),u
COc1ccccc1N1CCN(C[C@@H](O)COc2cccc3ccccc23)CC1,i
COc1ccc(F)c(CN2CCOc3ccc(CN4CCC(O)(c5cccnc5)CC4)cc3C2)c1,i
COc1ccccc1C(=O)N1CCCC(c2nc(SCCN3CCOCC3)ncc2C)C1 (stereo not given),i
c1cncc(OC2CCN(Cc3ccc4c(c3)CN(Cc3ccc5c(c3)OCO5)CCO4)CC2)c1,i
COC(=O)C1CCN(Cc2ccc3c(c2)CN(C(=O)c2cc(-c4ccc(C)o4)[nH]n2)CCO3)CC1,i
O=C(NCc1nnc2n1CCN(C(=O)/C=C/c1ccccc1)CC2)c1cccc(F)c1,i
COc1ccccc1C(=O)N[C@@H]1c2ccccc2C2(CCN(C(=O)c3ccnn3C)CC2)[C@H]1OC,i
CCC1(C2CCN(C(=O)c3cc(F)ccc3F)CC2)NC(=O)N(CCc2scnc2C)C1=O (stereo not given),i
COc1cc(=O)n2c(c1C(=O)N(C)Cc1ccsc1)CCN(Cc1c(C)nc3sccn13)CC2,i
O=C(NCc1nnc2n1CCN(Cc1ccc(C(F)(F)F)cc1)CC2)c1ccccn1,i
CN[C@@H]1[C@H](O[C@H]2[C@@H](O[C@@H]3[C@@H](O)[C@@H](O)[C@@H](N=C(N)N)[C@@H](O)[C@@H]3N=C(N)N)O[C@@H](C)[C@]2(O)CO)O[C@H](CO)[C@@H](O)[C@@H]1O,i
CCC1CN(CCNC(=O)c2cc3ccccc3oc2=O)Cc2cc(OC)ccc2O1 (stereo not given),u
CCC1CN(CCNC(=O)c2scc3c2OCCO3)Cc2cc(OC)ccc2O1 (stereo not given),i
O=C(c1ccc2c(c1)OCO2)N1CCOc2ccc(CN3CCC(Oc4cccnc4)CC3)cc2C1,u
COC(=O)c1ccc(CN2CCOc3ccc(C(O)c4cccnc4)cc3C2)cc1 (stereo not given),i
COc1cc([C@@H]2c3cc4c(cc3C(O[C@@H]3O[C@@H]5CO[C@@H](C)O[C@H]5[C@H](O)[C@H]3O)C3COC(=O)[C@@H]32)OCO4)cc(OC)c1OP(=O)(O)O (stereo not given in full),u
Cc1cc(C(=O)Nc2ccccc2-c2nc(CNC(=O)c3ccc(F)cc3F)c(C)o2)c(C)o1,i

Some of the compounds tested; rates above refer to the full screens.
